Pf growth 96h = P. falciparum growth inhibition at 96 hour, primary screen for plastid delayed-death inhibitors; Potency, µM (series often up to 28.7 µM), without a hit: at the top dose activity change, negative = inhibition, most hits filed as inhibitors; AID 504834; P. falciparum luciferase reporter growth, 96 h; 6.9% of 320,000 active; also: potency is read from the fitted curve at half-maximal effect; % is scaled to controls: 0 for no effect and ±100 for the full control effect
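Readout is luminescence from an integrated firefly luciferase in P. falciparum. Red cells, 2% hematocrit and 0.05% parasitemia final, were cultured with compound through two parasite generations (96 hours) at 37 C, 5% CO2.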
Pf growth 48h = inhibits P. falciparum growth in the first generation, 48 h; P. falciparum luciferase growth in erythrocytes, 48 h; Potency, µM (titrated, usually from 28.7 µM), without a hit: at the top dose activity change, negative = inhibition, usual class: inhibitors; 5.9% of 310,000 active; also: potency is read from the fitted curve at half-maximal effect; % is scaled to controls: 0 for no effect and ±100 for the full control effect
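A one-generation exposure of luciferase-tagged malaria parasites in RPMI 1640/Albumax erythrocyte culture, 37 C and 5% CO2. Inhibition is inferred from decreased luminescence after adding detection reagent.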
Shiga toxin inh = Shiga toxin inhibition; 9.2% of 290,000 active; inhibition, % at 38.7 µM; AID 2315; Vero cells, Shiga toxin protein synthesis inhibition reporter; in the data active = inhibition mostly above about 28%, no sharp cut-off; inactive = mostly below about 43%; also: 0% is about no effect
HCV inhibitor = HCV inhibition | Huh7.5.1 HCVcc-Cre infection, luciferase reporter, 44 h | Potency, µM (titrated, usually from 41.8 µM), without a hit: top-dose activity change, negative = inhibition, hits mostly inhibitors | 3.4% of 340,000 active | AID 651820; also: potency is read from the fitted curve at half-maximal effect; % is scaled to controls: 0 for no effect and ±100 for the full control effect
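Cells (1,000/well) were plated 4 h before compound, then infected with HCVcc-Cre virus (~0.5 moi). After 44 h further culture, infection was read as luciferase luminescence following a 15 min substrate incubation at room temperature.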
Cycloheximide cs = counter-screen hit for Shiga toxin inhibitors, cycloheximide. cell reporter, cycloheximide protein synthesis inhibition counterscreen. max response, %. 12% of 300,000 active. AID 2314; in the data active = max response mostly above about 13%, no sharp cut-off; inactive = mostly below about 14%; also: read at 38.3 µM for the half of the compounds with a filed dose; 0% is about no effect
FBPA Giardia inh = Giardia lamblia aldolase inhibition; A8B2U2; purified Giardia FBPA; Potency, µM (series often up to 59.6 µM), for inactives: at the highest dose activity, negative = inhibition, usual class: inhibitors; 0.71% of 290,000 active; also: potency is read from the fitted curve at half-maximal effect; % is scaled to controls: 0 for no effect and ±100 for the full control effect; nearly all actives have a fitted effect of over 55% in size
Target sequence (A8B2U2 whole entry, looked up): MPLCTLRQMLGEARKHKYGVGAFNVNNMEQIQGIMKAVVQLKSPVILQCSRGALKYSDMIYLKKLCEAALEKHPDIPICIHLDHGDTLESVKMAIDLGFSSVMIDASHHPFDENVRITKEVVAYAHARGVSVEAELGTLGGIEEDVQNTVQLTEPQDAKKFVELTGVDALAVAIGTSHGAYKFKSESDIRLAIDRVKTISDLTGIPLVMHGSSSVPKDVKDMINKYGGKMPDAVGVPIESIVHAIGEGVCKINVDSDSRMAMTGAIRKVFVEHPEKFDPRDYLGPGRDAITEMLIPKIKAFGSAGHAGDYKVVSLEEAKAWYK
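Giardia FBPA (40 nM reagent) was preincubated 10 min at RT with compound (up to 57.5 uM final), then substrate plus GAPDH/TPI/NAD/arsenate coupling system with diaphorase/resazurin was added; resorufin fluorescence (525/598 nm) was read after 20 min.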
The depositor's hits bear a star; ? = inconclusive; · = not tested or not shown; & = joins results of further samples; [ ] = another dose, or the depositor's remark. Unless noted, calls follow the shape of the dose curve; as a rule, active = well fitted curve in the direction sought with a large enough effect; inconclusive = small, poorly fitted or top-dose-only effect, or another doubt; inactive = no such curve, though single readings can be large; an effect the other way counts as inactive or inconclusive. No enrichment for hits. About 24% of those tested had a hit in this group.

SMILES	Pf growth 96h	Pf growth 48h	Shiga toxin inh	HCV inhibitor	Cycloheximide cs	FBPA Giardia inh
c1cc2c(cc1C1=Nn3c(nnc3C3CCCCC3)SC1)OCO2	?	·	15	?	12	3%
O=C(CN1CCCCCC1)N/N=C/c1ccc(Cl)c(Cl)c1	?	0%	30	-1%	29*	-2%
CC(c1ccco1)N(C(=O)c1ccc(S(=O)(=O)N2CCCCC2)cc1)c1ccccn1 (stereo not drawn)	9%	1%	3	2%&-9%	15*	1%
COc1cc(OC)cc(C(=O)N(CCCN2C(=O)c3cccc4cccc(c34)C2=O)c2cccc(OC)c2)c1	-99%	9.3µM*	1	-19%	7	7%
COc1ccc(Br)cc1[C@H]1[C@@H]2C=CCC[C@@]2(C)C(=O)N1Cc1ccccc1	12µM*	?	0	-12%	-3	0%
COc1ccc(C(C)=O)cc1CN1C(=O)NC2(CCCCC2)C1=O	2%	·	-16	7%	-1	6%
CC(C)Nc1ccc(C(CC(N)=O)NC(=O)Cc2cccc3ccccc23)cc1[N+](=O)[O-] (stereo not drawn)	23%	-7%	-4	-1%	0	3%
O=C(Nc1scc(-c2ccccc2)c1C(=O)O)c1ccc(F)cc1	6%	30%[activator]	20*	16%	24*	-22%
CCOC(=O)C1(Cc2ccccc2)CCN(Cc2nccn2CC)CC1	37%[activator]	?	1	-23%	-2	1%
Cc1ccc(C)n1Cc1ccc(C(=O)O)cc1	·	-12%	3	19%	-1	?
COc1c(N)c2ccccc2[nH]c1=O	?	17%	-7	6%	-2	8%
COc1cccc(C(=O)c2cc3cc(Cl)ccc3[nH]2)c1	?	121%[activator]	42*	-22%	38*	6%
Cc1ccc(N(C(=O)c2ccccc2Cl)C2=NC(C)CS2)c(C)c1 (stereo not drawn)	15µM*	?	10	?	9	3%
CC1(C)C(C=C(Cl)Cl)C1C(=O)N1CCN(c2ccccc2)CC1 (stereo not drawn)	·	?	-8	1%	1	-2%
Cc1ccc(S(=O)(=O)NNC(=O)c2cc(C)cs2)cc1	29%	28%	-3	16%	-1	0%

As entered above.
In Cycloheximide cs, `O=C(CN1CCCCCC1)N/N=C/c1ccc(Cl)c(Cl)c1` shows 29*
In HCV inhibitor, `Cc1ccc(C)n1Cc1ccc(C(=O)O)cc1` shows 19%

Some entries already given, reduced to Cycloheximide cs, Shiga toxin inh and FBPA Giardia inh.
Compound	Cycloheximide cs	Shiga toxin inh	FBPA Giardia inh
COc1c(N)c2ccccc2[nH]c1=O	-2	-7	8%
CC(c1ccco1)N(C(=O)c1ccc(S(=O)(=O)N2CCCCC2)cc1)c1ccccn1 (stereo not drawn)	15*	3	1%
O=C(Nc1scc(-c2ccccc2)c1C(=O)O)c1ccc(F)cc1	24*	20*	-22%
CCOC(=O)C1(Cc2ccccc2)CCN(Cc2nccn2CC)CC1	-2	1	1%
Cc1ccc(N(C(=O)c2ccccc2Cl)C2=NC(C)CS2)c(C)c1 (stereo not drawn)	9	10	3%
CC(C)Nc1ccc(C(CC(N)=O)NC(=O)Cc2cccc3ccccc23)cc1[N+](=O)[O-] (stereo not drawn)	0	-4	3%

(continued)
SMILES	Pf growth 96h	Pf growth 48h	Shiga toxin inh	HCV inhibitor	Cycloheximide cs	FBPA Giardia inh
COc1ccc(Cc2nnc(SCC(=O)NC3CCCC3)o2)cc1	-21%	-26%	-1	-16%	3	14%
Cc1cccc(NC(=O)CNC(=O)c2cn(Cc3ccccc3)nc2-c2cccnc2)c1C	?	-24%	·	-17%	·	·
COc1ccccc1NS(=O)(=O)c1cc(C(=O)NCCN2CCOCC2)ccc1Cl	10µM*	8%	-15	8%	-2	-4%
CCOC(=O)Cc1csc(SC(C)C(=O)NC2CCCCC2C)n1 (stereo not drawn)	1%	?	·	20%	·	·
COC(=O)CN(c1ccc(C(C)C)cc1)S(=O)(=O)c1c(C)[nH]c(=O)[nH]c1=O	9.3µM*	·	-22	-1%	-4	10%
CC(=O)NC12CC3CC(C1)CC(C(=O)N1CCN(S(=O)(=O)c4ccc(C(C)C)cc4)CC1)(C3)C2	12µM*	0%	·	-1%	·	·
CCn1c(CNC(=O)c2ccc(OC)cc2)nnc1SCC(=O)c1ccccc1	·	36%	9	8%	12	-27%
COc1cc(OC)c(OC)cc1CNCCc1ccc2c(c1)OCO2	?	-6%	-17	4%	-1	-24%
Cc1ccc(S(=O)(=O)CCC#N)cc1	3%	9%	1	22%	-3	9%
CC(C)(Oc1ccc(Cl)cc1)C(=O)NCC(c1ccco1)N1CCCCC1 (stereo not drawn)	?	?	·	?	·	·
CCn1c(CSc2nccn2C)nc2cc(C(=O)O)ccc21	-8%	18%	-16	6%	5	?
CCc1ccc(NC(=O)CN2CCC(C(=O)c3ccc(OC)cc3)CC2)cc1	?	-22%	-10	?	-4	·
Cc1nc(N2CCN(C)CC2)c2cc(-c3ccccc3)sc2n1	?	?	35	-3%	16	-9%
CCCCn1c(N)c(N(CC(C)C)C(=O)CSCC(=O)Nc2ccc(OC)cc2)c(=O)[nH]c1=O	12%	-1%	·	-13%[8.37 µM]	·	·
Cc1cc(C)n(CC(O)CN(c2cccc([N+](=O)[O-])c2)S(=O)(=O)c2ccccc2)n1 (stereo not drawn)	?	?	8	11%	-3	2%
CCOc1cc(CNc2ccc(CNc3ncn[nH]3)cc2)ccc1OCc1ccccc1	13µM*	?	-3	?	-3	2%
O=C(CSc1nc(-c2ccccc2)cc(=O)[nH]1)Nc1ccc(F)c(F)c1	29%	1%	14	13%	9	?
CCOc1ccccc1CNC(=O)Cn1ccc2cc(S(=O)(=O)N3CCC(C)CC3)ccc21	-21%	?	-2	?	19	-10%
COc1ccccc1N(C)S(=O)(=O)c1ccc(C(=O)OCC(=O)N(C(C)C)C(C)C)cc1	9%	0%	-22	5%	-3	2%
COc1cccc(C(=O)Nc2c(F)c(F)c(F)c(F)c2F)c1	-7%	20%	9	?	-2	-2%
[O-][n+]1onc2c3cc(-c4ccccc4)nnc3ccc21	11%	38%[activator]	-1	?	5	11%
COc1ccc(C(=O)NCC2OCCc3ccccc32)cc1 (stereo not drawn)	52%[activator]	34%[activator]	151	-6%	28	-13%
CC(C)Cn1c(N)c(C(=O)NCC2CCCO2)c2nc3ccccc3nc21 (stereo not drawn)	?	?	-7	?	3	?
CNC(C)C#Cc1ccc2oc3cccc(OC)c3c(=O)c2c1 (stereo not drawn)	89%[activator]	22%	45*	-18%	36*	1%
C/C(=N\NC(=O)C1CC1)c1ccc(NC(=O)c2ccc(Br)o2)cc1	37%[activator]	80%[activator]	55*	·	24*	-1%
Cc1nn(-c2ccccc2)c2nc(Cl)c(C(=O)O)cc12	26%	19%	-15	5%	-2	14%
CC1(C)O[C@@H]2[C@H](O1)[C@@H](COS(=O)(=O)O)O[C@H]2n1cnc2c(=O)[nH]cnc21	34%[activator]	41%[activator]	·	-18%	·	·
O=C(COc1ccc(C(=O)NCC2CCCO2)cc1)Nc1cccc(C(F)(F)F)c1 (stereo not drawn)	?	?	·	?	·	·
CC(=O)c1cccc(NC(=O)NC(C)c2ccc3c(c2)OCO3)c1 (stereo not drawn)	-19%	-12%	22	-11%	-2	0%
CCCc1nn(C)c2c(=O)[nH]c(-c3ccccc3OCC)nc12	-3%	8%	-11	33%[activator]	2	2%
COc1ccccc1N1CCN(C(=O)CCc2ccc(S(=O)(=O)NC(C)C)cc2)CC1	?	?	14	?	9	-4%
CCn1c(C)nc2cc(C(=O)NNS(=O)(=O)c3ccc(C)cc3C)ccc21	·	5%	-12	12%	-3	-8%
C=C1CCN(C(Cc2ccccc2)C(=O)N2CCOCC2)S(=O)(=O)c2ccccc21 (stereo not drawn)	·	·	-13	·	-5	4%
CCCN(Cc1cc2cc(C)ccc2[nH]c1=O)C(=O)c1cccc(OC)c1	-30%	?	16	?	4	4%
O=C(NCc1ccco1)c1ccc(COc2cc(Cl)ccc2Cl)cc1	?	5.2µM*	69*	?	24*	4%
N#Cc1c(N)n(-c2ccc(N)cc2)c2nc3ccccc3nc12	?	-16%	-7	3%	-1	-14%
CCSC(=O)N1CCCCCC1	50%[activator]	28%	·	0%	·	·
CC1CN(S(=O)(=O)c2cn(C)c(=O)n(C)c2=O)CC(C)O1 (stereo not drawn)	7%	·	-14	11%	7	4%
CCOc1cc(NC(=S)NCC2CCCO2)c(OCC)cc1NC(=O)c1ccccc1F (stereo not drawn)	2%	?	-9	?	-3	-12%
Cc1cccc(NC(=O)C2CC(=O)N(c3ccc4c(c3)OCCO4)C2)n1 (stereo not drawn)	13%	13%	·	1%	·	·
COc1ccc(-c2nn(-c3ccccc3)cc2/C=C(\C#N)S(=O)(=O)c2ccccc2)cc1OC	38%[activator]	17%	-7	4%	11	5%
Cc1ccc(-c2cc(C(=O)OC3CCOC3=O)c3ccccc3n2)c(C)c1 (stereo not drawn)	-4%	-4%	2	-4%	-2	-4%
CC(C)N1C(=O)CCC1C(=O)N1CCC(Cc2ccccc2)CC1 (stereo not drawn)	-30%	2%	-10	-6%[8.37 µM]	-4	-1%
Cn1cccc1Cc1nnc(SCC(=O)N2CCc3ccccc32)n1CCc1ccccc1	?	13µM*	11	-12%&-10%	-3	0%
Cc1cc(C)n(S(=O)(=O)c2cccc(Cl)c2Cl)n1	14%	-30%	-8	12%	-1	-13%
Cc1cc(SC2CCOC2=O)nc2ccccc12 (stereo not drawn)	16%	0%	-12	3%	-2	-1%
Cc1cc(C)c2nc3s/c(=C/c4ccc5c(c4)n(C)c(=O)n5C)c(=O)n3c2c1	·	25%	14	?	0	1%
CCOC(=O)Nc1ccc2c(c1)N(C(=O)CN1CCN(C)CC1)c1ccccc1S2	124%[activator]	9.3µM*	-4	?	-1	-4%
COc1ccc(-c2cc(C(=O)N3CCCC3)no2)cc1	0%	46%[activator]	74*	-6%	25*	7%
CCN(CC)CCNC(=O)CCc1c(C)nc2c(c(C)nn2-c2ccc(C)cc2)c1C	?	?	-14	3.5µM*	-8	7%
CC1(C)CC(NC(=O)C2CCN(S(=O)(=O)c3cccc(C(F)(F)F)c3)CC2)CC(C)(C)N1	?	-21%	·	4%	·	·
O=C(c1ccco1)N1CCN(CC(=O)N2CCCc3c2c(=O)oc2ccc(O)cc32)CC1	14%	-1%	-5	-15%	-2	-1%
CCc1nc(SCC(=O)Nc2nnc(CC)s2)c2c(=O)n(C)c(=O)n(C)c2n1	-21%	3%	22	?	1	·
CCOc1ccc(/C=N/NC(=O)c2ccccc2C)cc1CN1CC2CC(C1)c1cccc(=O)n1C2 (stereo not drawn)	?	3.7µM*	·	?	·	·
Cc1ccccc1N1CC(C(=O)N2CC(C)OC(C)C2)CC1=O (stereo not drawn)	?	12%	-3	2%	-7	-3%
Cc1sc(NC(=O)c2cccs2)c(C(=O)OC(C)C)c1C	-12%	-18%	-7	-8%	-2	10%
COCCNC(=O)c1ccc(C)cc1C	12%	12%	-14	9%	6	2%
CCc1c(C)sc(NC(=O)c2ccco2)c1C(=O)N1CCOCC1	6%	1%	21	7%	-2	-5%
O=C(O)CCC(=O)N1CCc2cc(S(=O)(=O)NCCc3ccc(Cl)cc3)ccc21	?	9%	11	24%	0	·
CCCCOc1ccc(C(=O)Nc2ccc(N3CCN(C(C)=O)CC3)cc2)cc1	53%[activator]	·	-22	-18%	-5	0%
Cc1ccc(-n2cccc2/C=C2/C(=N)N3C(=NC2=O)SN=C3S(C)(=O)=O)cc1Cl	?	16%	-10	-2%	-1	13%
Cc1ccc(Cl)cc1Nc1nc(-c2sc(NC(=O)C(C)(C)C)nc2C)cs1	5.2µM*	8.3µM*	6	2%	14	-11%
